Screening data as filed in PubChem BioAssay.
Nrf2 activator: Nrf2 pathway activation; Potency, µM (doses to about 46.1 µM), for the others: at the top dose activation, actives largely listed as activators; AREc32 ARE-luciferase reporter (MCF7-derived line), luminescence, 24 h; 0.31% of 410,000 active; also: potency is read from the fitted curve at half-maximal effect; % of control where 0% means no effect; nearly all actives have a fitted effect of over 65% in size
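Luminescent ARE reporter assay in AREc32_Fluc cells: overnight plating at 37 deg C, 24 hr compound incubation, Steady-Glo added, 30 min RT before reading.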
Akt phos inh: Akt phosphorylation inhibition; AID 651550; activity change, % for hits at 50 µM; Neuro2A IGF-stimulated pAkt S473 HTRF, 20 min; active compounds read low; 0.32% of 360,000 active; in the data active = activity change below about -80%; inconclusive = mostly about -51% to -80%; also: % is scaled to controls: 0 for no effect and ±100 for the full control effect
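Single-point screen (50 µM final compound) in Neuro2A cells stimulated 20 min with 6 nM IGF at 37 deg C. After lysis, Ser473-phosphorylated Akt read by HTRF (ex 330 nm, em 615/665 nm) as the 665/615 ratio.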
CCT modulator: cytosolic chaperonin activity modulation; purified chaperonin ATPase assay, HTRF ADP detection, 30 min; activity change, % (concentration not given with the values), hits read low; 0.3% of 360,000 active; in the data active = activity change below about -30%; also: % is scaled to controls: 0 for no effect and ±100 for the full control effect
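ATPase activity: ADP formed was measured by HTRF Transcreener (665/615 nm ratio) after 30 min at 37 deg C with 10 uM ATP. Compounds screened at one 76 uM concentration against 40 or 20 nM TRiC in Tris pH 7.4/KCl/MgCl2/DTT buffer.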
TGFb inhibitor: TGF-b pathway inhibition | 1.2% of 410,000 active | HepG2 CAGA-GFP TGF-b/SMAD3 reporter, GFP fluorescence, 18 h; TGF-beta stimulated, 500 pg/mL final | Potency, µM (doses to about 46.1 µM), for the others: top-dose activity, negative = inhibition, hits mostly inhibitors | AID 588855; also: potency is read from the fitted curve at half-maximal effect; % is scaled to controls: 0 for no effect and ±100 for the full control effect; nearly all actives have a fitted effect of over 65% in size
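First, reporter cells (HEPG2 CAGA-GFP) rested 2 h at 37 degrees C. Next, compounds were pinned in and TGF-beta added to 500 pg/mL final. After 18 h, GFP was imaged per cell and summed per well.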
Abeta yeast res: compounds reversing amyloid beta toxicity in yeast. 0.063% of 410,000 active. yeast expressing A-beta42, growth rescue, OD600, 48 h; response scale: 0% DMSO, 100% iron-clioquinol control. Potency, µM (doses to about 46.1 µM), without a hit: at the highest dose growth rescue, actives largely listed as activators; also: potency is read from the fitted curve at half-maximal effect; nearly all actives have a fitted effect of over 55% in size
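Yeast A-beta toxicity model in growth medium with pinned compounds, 48 h at 30 C; growth read as absorbance at 600 nm. Normalized to FeCl3/clioquinol equimolar mix (positive) and DMSO (negative).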
MmCpn inh: blocks the Methanococcus maripaludis chaperonin Mm-Cpn; Potency, µM (titrated, usually from 76.9 µM), without a hit: at the highest dose activity, negative = inhibition, usual class: inhibitors; AID 504842; 0.031% of 330,000 active; purified Mm-Cpn ATPase, ADP Transcreener TR-FRET; also: potency is read from the fitted curve at half-maximal effect; % is scaled to controls: 0 for no effect and ±100 for the full control effect; nearly all actives have a fitted effect of over 80% in size
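ATPase read-out: TR-FRET ADP immunoassay (anti-ADP Eu cryptate vs ADP-d2), ex 320 nm, em 590/665 nm; signal drops as ADP forms. Enzyme 25 nM, ATP 10 uM, 30 min at 37°C after 10 min compound preincubation.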
Nrf2 inh: Nrf2 pathway inhibition; 2.1% of 360,000 active; A549 ARE-Fluc reporter, luciferase luminescence, 18-24 h; Potency, µM (top dose mostly 46 µM), without a hit: at the highest dose activity change, negative = inhibition, usual class: inhibitors; also: potency is read from the fitted curve at half-maximal effect; % is scaled to controls: 0 for no effect and ±100 for the full control effect; nearly all actives have a fitted effect of over 60% in size
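Quantitative HTS in A549 cells stably bearing an antioxidant response element-firefly luciferase construct. Inhibition of Nrf2-driven transcription was scored by luminescence after 18-24 h of compound exposure at 37 °C.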
HepG2 viability: kills HepG2 cells in TGF-b inhibitor counter-screen | AID 588856 | 0.76% of 410,000 active | Potency, µM (top dose mostly 46.1 µM), for the others: at the highest dose activity change, negative = cytotoxicity, usual class: cytotoxic | HepG2 CAGA-GFP viability, ATP luminescence, 18 h; also: potency is read from the fitted curve at half-maximal effect; some results filed as inactive show a strong effect at the top dose
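CellTiter-Glo luminescence gave cytotoxicity after 18 hours at 37 degrees C. The cells were HepG2 CAGA-GFP in 1% FBS DMEM, stimulated with 500 pg/mL TGF-beta after compound addition. %Activity was normalised to no-cell wells (complete cell-killing) and DMSO (no toxicity), and curves were fitted and classified.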
A549 tox: kills or reduces viability of A549 cells in Nrf2 counter-screen; AID 504648; A549 ARE-Fluc cells, CellTiter-Fluor viability, 18-24 h; Potency, µM (top dose mostly 46 µM), without a hit: at the highest dose activity change, negative = cytotoxicity, usual class: inhibitors; 0.16% of 390,000 active; also: potency is read from the fitted curve at half-maximal effect; % is scaled to controls: 0 for no effect and ±100 for the full control effect
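A549 ARE_Fluc cells in 5% FBS OPTI-MEM were exposed to compounds in concentration-response for 18-24 h at 37 deg C. Viability was read by CellTiter-Fluor fluorescence (Ex 405/Em 525) after 30 min, before the luciferase read.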
The depositor's hits bear a star; i = inactive; ? = inconclusive; · = not tested or not shown; & = joins results of further samples; [ ] = another dose, or the depositor's remark. Unless noted, calls follow the shape of the dose curve; as a rule, active = well fitted curve in the direction sought with a large enough effect; inconclusive = small, poorly fitted or top-dose-only effect, or another doubt; inactive = no such curve, though single readings can be large; an effect the other way counts as inactive or inconclusive. No enrichment for hits; any-hit rate near 4.3%.

SMILES	Nrf2 activator	Akt phos inh	CCT modulator	TGFb inhibitor	Abeta yeast res	MmCpn inh	Nrf2 inh	HepG2 viability	A549 tox
CC(OC(=O)c1cccc(S(=O)(=O)N2CCCC2)c1)C(=O)NC1CCCCC1C (stereo unspecified)	-1.0%	i	-0.4	-9%	4%	0%	3%	1%	-4%
CCc1ccc(-n2c(C)n[nH]c2=S)cc1	-0.1%	i	-3.8	18%	5%	-10%	6%	-1%	0%
O=C(NCc1ccco1)C1CCCN(S(=O)(=O)c2cnc[nH]2)C1 (stereo unspecified)	-1.4%	i	-1.5	-1%	-6%	0%	-2%	11%	4%
Cc1ccccc1Nc1nc(N)nc(COC(=O)CCS(=O)(=O)c2ccccc2)n1	0.7%	i	-4.3	-22%	14%	0%	23%	3%	1%
N#CNC(=Nc1cccc(F)c1)SCc1ccccc1F	?	i	-0.4	?	3%	-8%	?	11µM*	-2%
CCCC(=O)OCCNc1cc(SCc2ccco2)c2nonc2c1[N+](=O)[O-]	?	i	2.1	28%	15%	-10%	-10%	5%	?
CCOC(=O)Cc1csc(NC(=O)CSc2nnnn2-c2ccc(C)c(C)c2)n1	-0.9%	i	-2.5	-13%	-5%	-1%	-14%	-26%	-8%
COc1ccc(-c2ccc3c(=O)cc(-c4ccsc4)oc3c2)cn1	7.3%	i	-12	-7%	-10%	-1%	?	-5%	-3%
CC12CN3CCN(CC(C3)/C1=N\N=C1/C3CN4CCN(C3)CC1(C)C4)C2	-0.4%	i	-0.2	?	10%	0%	14%	2%	0%
Cc1ccc(/C=N/NC(=O)c2ccc3c(c2)OCCO3)s1	-0.4%	i	-0.5	-1%	1%	-1%	?	-13%	-6%
CCCCCCC1C(C#N)=C(N)OC2=C1C(=O)CC(C)(C)C2 (stereo unspecified)	-0.1%	i	-1.4	22%	16%	-1%	?	-3%	-5%
CCCS(=O)(=O)NC(=O)C1(C)CCN(C(=O)c2ccccc2OC(C)=O)C1 (stereo unspecified)	-0.1%	·	0.7	-3%	-8%	·	·	-3%	·
Cc1ccc(Nc2ccc(C(F)(F)F)cc2[N+](=O)[O-])cc1	0.0%	i	-0.1	8%	-4%	-1%	12%	3%	-2%
COCCN(C(=O)CSc1nc2ccc(Cl)cc2[nH]1)c1c(N)n(Cc2ccccc2)c(=O)[nH]c1=O	-0.8%	i	-3.1	6%	-6%	-9%	0%	7%	-5%
COc1cccc(OCCCCSc2ncccn2)c1	2.1%	i	-0.6	4%	-3%	0%	?	0%	-2%
Cc1c(S(=O)(=O)N2CCN(c3ccccc3)CC2)c(=O)n(C)c(=O)n1C	-0.3%	i	-0.6	-10%	-20%	1%	6%	-11%	4%
Cn1c(=O)n(C)c2cc(CN3C(=O)OC(C)(C)C3(C)O)ccc21 (stereo unspecified)	0.4%	i	-2.0	-2%	3%	2%	7%	-6%	0%
N#CCC(=O)Nc1cc(C(F)(F)F)ccc1N1CCOCC1	-0.9%	i	-3.8	3%	5%	1%	-12%	-20%	-1%
Cc1onc(-c2ccc3c(c2)OCO3)c1-c1ccc2[nH]ccc2c1	10%	i	-1.1	13µM*	-36%[inhibitor]	-3%	15µM*	-13%&-14%	3%
CC(=O)N1CC(c2ccccc2)C(c2ccc(Cl)cc2)=N1 (stereo unspecified)	-0.1%	i	-2.0	-43%	-7%	-2%	-2%	-16%	2%
O=C(Nc1ccc2c(c1)OCCO2)C1CCN(C(=O)c2ccc(Cl)cc2)CC1	2.1%	i	-0.4	-4%	11%	-1%	8%	2%	-10%
Cn1c(=O)n(C)c2cc(NS(=O)(=O)c3ccc(F)cc3)ccc21	?	i	-1.1	-7%&6%	11%&-5%	0%	0%&-25%	-7%&-2%	3%&10%
COC(=O)c1ccc(COc2ccc(/C=N/O)cc2OC)o1	2.5%	i	0.7	8%	1%	3%	16%	2%	1%
COCCCN1C(=O)C2C(C(=O)Nc3cc(C)cc(C)c3)C3C=CC2(O3)C1C(=O)NC1CCCCC1 (stereo unspecified)	3.8%	i	-0.9	-13%	-10%	-4%	5%	-8%	-13%
COc1cc(/C=N/NC(=O)c2nc3ccccn3c2C)cc(OC)c1O	0.9%	i	-1.1	4%	-3%	-1%	5%	-9%	5%
O=C(c1ccc(F)cc1)C1CCN(S(=O)(=O)c2ccccc2)CC1	3.3%	i	3.5	?	-17%	-3%	-18%	-100%	-1%
Oc1ccc(Nc2nc(NCC3CCCO3)c3ccccc3n2)cc1 (stereo unspecified)	6.5%	i	0.5	-3%	5%	-5%	-22%	-41%	-23%
CCCNC(=O)N(CCOC)CC1CCCN(C2Cc3ccccc3C2)C1 (stereo unspecified)	0.6%	i	-2.0	0%	-3%	-2%	11%	-24%	3%
Cc1cc(CNC(=O)c2ccc3nc(Cc4ccccc4F)oc3c2)nn1C	0.7%	i	-1.2	-11%	0%	-2%	?	0%	-3%
O=C(Nc1ccc2c(c1)OCCO2)C(CCc1ccccc1)N1CCN(c2ccc(F)cc2)CC1 (stereo unspecified)	0.4%	i	-1.0	?	12%	·	·	-17%	·
CCOc1ccccc1CNC(=O)CCn1cccn1	-0.1%	·	·	2%	-5%	·	13%	4%	7%
Cc1cc(C(=O)COC(=O)c2ccc3c(c2)NC(=O)CS3)c(C)n1CCc1ccc(Cl)cc1	1.6%	i	-5.2	3%	-3%	-17%	-1%	-3%	2%
O=C(CCSc1nnc2ccccn12)Nc1ccc(F)cc1	0.5%	i	-0.2	21%	6%	1%	10%	10%	0%
CC(C)(C)OC(=O)N1CCC[C@H]1c1nnc(SCC(=O)Nc2ccc(Br)cc2)o1	-0.5%	i	-0.8	2%	-14%	0%	?	-3%	-7%
Cc1nc2ccc(NS(=O)(=O)c3ccc(F)cc3)cc2s1	0.8%	i	1.2	-5%	-24%	-3%	?	-2%	-11%
COc1cc(OC)c(NC(=O)c2cc(S(=O)(=O)N3CCCC3)cn2C)cc1Cl	2.7%	·	·	3%	0%	·	16%	2%	7%
CCc1ccc(S(=O)(=O)N(C(C)=O)c2ccc3oc4c(c3c2)CCCC4)cc1	-1.4%	·	·	13%	-13%	·	?	-25%	7%
Cc1ccc(S(=O)(=O)N2CCCCC2)cc1C(=O)NCCC1=CCCCC1	-0.3%	i	-3.0	-23%	11%	-1%	-6%	0%	-1%
CCOC(=O)c1cnn(-c2ccccc2)c1NC(=O)C(F)(F)C(F)(F)C(F)(F)F	-0.8%	i	-0.3	-17%	-1%	2%	?	-49%	-13%
CCc1nc2c(OCc3ccc(C(=O)N(C)C)cc3)cccn2c1N(C)C(=O)c1ccc(C)cc1	-0.5%[9.22 µM]	i	0.9	15%	-2%	·	·	2%	·
CCOC(=O)c1c(NC(=O)CN2CCCCC2)sc2c1CCN(C(=O)OCC)C2	5.5%	i	-6.4	11µM*	7%	1%	23µM*	-9%	?
O=C(c1ccc2c(c1)OCO2)C1CCCN(Cc2c(F)ccc(F)c2F)C1 (stereo unspecified)	0.4%	i	0.8	-3%	0%	3%	-24%	-12%	4%
O=C(/C=C/N1CCN(Cc2ccccc2)CC1)C(F)(F)F	0.0%	i	-2.2	1%	16%	-10%	-12%	-5%	-2%
Cc1cc(=O)n2ccsc2n1	2.0%	i	-6.4	10%	-12%	1%	?	-13%	5%
O=C(O)CN1CCCCC1	-0.1%	i	2.7	7%	-3%	-2%	?	-7%	0%
N#CCc1ccc(Oc2ccc([N+](=O)[O-])cn2)cc1	-0.3%	i	-0.3	-2%	15%	2%	-8%	-28%	-3%
Cn1nnc2c[n+](CC(=O)c3ccc(Cl)cc3)cc(Br)c21	12%	i	-0.6	?	3%	1%	?	-24%	-2%
COc1ccccc1NC(=O)C1=C(C)Nc2nc(SCc3ccccc3Cl)nn2C1c1ccccn1 (stereo unspecified)	0.2%	·	·	1%	-27%	·	0%[9.27 µM]	-7%	-1%

2 neighbouring compounds out of the list so far, for reference:
SMILES	Nrf2 activator	Akt phos inh	CCT modulator	TGFb inhibitor	Abeta yeast res	MmCpn inh	Nrf2 inh	HepG2 viability	A549 tox
Cn1nnc2c[n+](CC(=O)c3ccc(Cl)cc3)cc(Br)c21	12%	i	-0.6	?	3%	1%	?	-24%	-2%
COc1ccccc1NC(=O)C1=C(C)Nc2nc(SCc3ccccc3Cl)nn2C1c1ccccn1 (stereo unspecified)	0.2%	·	·	1%	-27%	·	0%[9.27 µM]	-7%	-1%

(next part)
SMILES	Nrf2 activator	Akt phos inh	CCT modulator	TGFb inhibitor	Abeta yeast res	MmCpn inh	Nrf2 inh	HepG2 viability	A549 tox
CC1CCN(CCCNC(=O)C2CC(=O)N(CCc3ccccc3)C2)CC1 (stereo unspecified)	-0.9%	i	1.4	-16%	1%	1%	2%	0%	0%
O=C(NNC(=S)NC(=O)c1cccs1)c1ccc(O)cc1	-0.5%	i	1.7	0%	-1%	-1%	11%	2%	-3%
CC(C)(C)c1ccc(SC2=C[C@@]3(O)CC[C@@H](O)[C@@](Sc4ccc(C(C)(C)C)cc4)(C2=O)[C@H]3O)cc1	-2.9%	i	-1.5	·	-24%	·	·	·	·
CCOC(=O)c1sc2nc(CC(C)C)c3c(c2c1N)CCC3	0.5%	i	0.2	78%[activator]	?	-1%	3%	5%	0%
Cc1ccc(C)c(N2CCN(C(c3ccccc3)c3nnc(-c4ccccc4F)o3)CC2)c1 (stereo unspecified)	5.2%	·	·	-5%	0%	·	3%	1%	2%
COc1ccccc1C1CC(=O)NC(C)=C1C(=O)OC(C)C (stereo unspecified)	-0.4%	i	0.1	-7%	-15%	0%	?	-5%	3%
Cc1ccc(S(=O)(=O)N2CCC(C(=O)N/N=C/c3cccn3C)CC2)cc1	0.2%	i	0.9	8%	1%	0%	-14%	-4%	-3%
